# Myeloid diff MLP: myeloid differentiation induction; ER-HoxA9 myeloid progenitors, lysozyme-GFP differentiation, flow cytometry; calls only at 10 µM; hit rate 1% among 360,000; AID 624256;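 active = normalized GFP-positive differentiation at or above the plate's own cutoff, the solvent-only control mean plus 3 SD; inconclusive = no clear call, values can overlap the other calls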;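 note: cells exposed to compound for four days before flow analysis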
# Lipid droplet: modulators of hepatic lipid droplet formation | AML12 mouse hepatocytes, oleate lipid droplets, BODIPY imaging | inhibition, % at 6.5 µM | hit rate 0.4% among 240,000;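 active = lipid droplet intensity inhibited by at least 50%, with more than 500 cells counted; inconclusive = wells with under 300 cells, treated as cytotoxic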
#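 material = mouse AML12 hepatocyte cell line, fixed after treatment | also added = 100 µM oleic acid challenge | doses = compound at 6.5 µM only | schedule = overnight exposure | technique = Image-based BODIPY and DAPI two-channel analysis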
# T cell modulator: modulates CD8 T cell binding to vesicles; 2C CD8+ T cell-vesicle binding, flow cytometry; hits give low values; calls only at 7 µM; hit rate 0.068% among 330,000; AID 2052;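 active = response, share of CD8 T cells binding vesicles, and their 90th percentile fluorescence all below set limits, cut at about 80% in these data, passing the limit was not always enough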
#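 Assay system: 2C TCR transgenic mouse naive CD8+ T cells, MACS-purified | Read-out: CD8+ gate FL2 mean fluorescence as % of same-row positive control | Signal: High-throughput flow cytometry with anti-B7-1 and anti-CD8 staining | Timing: Binding step 1.5 h, 37 °C, antibody labelling 20 min, ice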
# Lipid droplet cells 6.5 µM: second read-out of Lipid droplet, no call of its own (marks repeat the call); cell count; measured here: cell count, cytotoxicity flag;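 cells counted across two imaged fields per well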
# T cell modulator vesicle-bound %: further read-out of T cell modulator, marked with its call; double positive events, %; measured here: CD8+ vesicle-bound cell fraction;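 binding gate set so that unloaded-vesicle control wells show 10% double positive cells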
# Myeloid diff MLP GFP+ MAC1+ %: recorded beside Myeloid diff MLP, whose call it bears; GFP+ MAC1+ double positive, %; measured here: differentiation confirmed by MAC1 staining
# * marks the source's active call; other numbers are inactive results; i = inactive; ? = inconclusive; / = no result given; + = active, no number. These rows are one share of the data; count on the stated rates, not on these rows.
SMILES,Myeloid diff MLP,Myeloid diff MLP GFP+ MAC1+ %,Lipid droplet,Lipid droplet cells 6.5 µM,T cell modulator,T cell modulator vesicle-bound %
CCCC(C)NC(=O)CN(c1ccc2c(c1)OCCO2)S(=O)(=O)c1ccccc1 (centres undefined),i,0.6,-22,838,i,54
COc1ccc(-c2c(=O)n(OC)c3ccccc3[n+]2[O-])cc1OC,i,0.3,-1,856,i,60
CC(=O)N1c2ccc(S(=O)(=O)N3CCOCC3)cc2CC1C (centres undefined),i,0.4,-4,726,i,51
CC1CCCCN1S(=O)(=O)c1ccc2c(c1)C(C)(C)C(=O)N2C (centres undefined),i,0.9,4,800,i,48
CCc1ccc(OCC(=O)NNC(=O)c2cnccn2)c(Br)c1,i,1.0,33,678,i,67
O=C(CN1C(=O)c2ccccc2S1(=O)=O)NCc1ccccc1,i,0.6,9,811,i,17
O=C(NCC[C@@H]1C[C@@H]2C=C[C@H]1C2)c1cc(COc2ccc(F)cc2F)on1,i,1.0,20,797,i,21
Cc1cc(C)n(S(=O)(=O)c2cccc([N+](=O)[O-])c2)n1,i,0.2,1,843,i,56
COc1cccc(CNC(=O)Cn2ccc3cc(S(=O)(=O)N4CCC(C)CC4)ccc32)c1,i,1.3,-18,728,i,50
CCc1ncc(CN2CCCC(C(=O)Nc3cccc(-c4ccc(F)cc4)c3)C2)cn1 (centres undefined),i,0.3,-2,688,i,18
COc1cc2c(cc1OC)C(C)N(C(=O)Nc1ccccc1)CC2 (centres undefined),?,/,-16,664,i,58
CSc1cccc(NC(=O)CN(C)S(=O)(=O)c2cnc[nH]2)c1,?,/,14,711,i,36
COC(=O)c1sccc1NC(=O)c1c(Cl)cnn1C,i,0.5,4,848,i,27
COCCCNC(=O)CSc1nc2ccccc2c(=O)n1CCc1ccc(S(N)(=O)=O)cc1,i,7.4,5,723,i,63
O=C(N/N=C\c1cccnc1)c1cc(-c2ccccc2)nc2c(Cl)cccc12,i,5.0,-2,630,i,68
CCN(CC)S(=O)(=O)c1ccc(Cl)c(C(=O)NC2CCN(Cc3ccccc3)CC2)c1,i,0.6,-16,842,i,38
C=CCNC(=O)/C(=C\c1ccco1)NC(=O)c1ccco1,i,0.2,14,833,i,30
C/C(=N\NC(=O)c1ccc(N2CCCC2=O)cc1)c1ccc(O)cc1O,i,1.7,-6,685,i,58
COc1ccc(-n2nc3c(c2NC(=O)COc2ccccc2)CS(=O)C3)cc1 (centres undefined),i,7.1,-1,636,i,18
CCOC(=O)C1CCN(C(=O)Cn2nc(C)n3c(cc4cc(F)ccc43)c2=O)CC1,i,0.0,-7,697,i,21
Cc1oc(-c2cccc(Cl)c2)nc1CS(=O)(=O)CC(=O)NCCCN1CCOCC1,i,3.2,13,786,i,36
CCC(=O)c1cn(CC(=O)Nc2cc(C)ccc2C)c2ccccc12,i,0.7,-20,765,i,61
COc1ccc(C(=O)NC2CCN(CC(=O)NCc3ccccc3F)CC2)cc1,i,0.7,-14,758,i,30
CN(Cc1ccccc1)S(=O)(=O)c1ccc(OCC(=O)NCc2ccccn2)cc1,i,0.9,-1,863,i,49
CC(=O)N1c2ccc(S(=O)(=O)N3CCC(C(=O)N4CCN(c5ccccc5F)CC4)CC3)cc2CC1C (centres undefined),i,3.1,0,723,i,4
O=S1OCCN1c1ccccc1 (centres undefined),i,0.8,0,697,i,26
CCN(CC)S(=O)(=O)c1ccc2[nH]c(=O)cc(C(=O)Nc3ccccc3N3CCCC3)c2c1,i,1.4,-1,827,i,30
Cc1c(C)n(CCO)c2ncnc(Nc3ccc(F)cc3)c12,i,0.3,11,407,i,53
O=C(O)c1ccc(NNC(=S)Nc2cc(C(F)(F)F)ccc2Cl)cc1,i,0.3,8,824,i,19
O=C(Nc1ccc(NC(=O)c2ccc([N+](=O)[O-])cc2[N+](=O)[O-])cc1)c1ccco1,i,1.0,13,801,i,21
Cc1ccc(NC(=O)CSc2nnc(-c3cc(C)[nH]n3)n2N)cc1,i,1.0,4,671,i,20
CCN(CC)CCNCC(=O)N1c2ccccc2CCc2ccc(NC(=O)OC)cc21,i,0.7,-10,817,i,50
COc1ccc(CN2CC(C(N)=O)Oc3ccccc32)cc1F (centres undefined),i,0.5,2,814,i,28
O=C(NCCc1ccccc1C(F)(F)F)C1CCC(=O)N(C2CC2)C1 (centres undefined),i,5.1,-10,900,i,22
Cc1ccc(S(=O)(=O)NCC(=O)N(CC(=O)NCC2CCCO2)c2cccc(F)c2)cc1 (centres undefined),i,0.1,9,862,i,27
C=CCC(=O)NC1CC(C)(C)Cc2c1cnn2-c1ccc(C)cc1 (centres undefined),i,0.8,7,779,i,12
COc1cccc(CNS(=O)(=O)c2cc(CN3C(=O)c4cccnc4C3=O)ccc2OC)c1,i,4.1,-2,673,i,42
Cc1[nH]c2ccc(C(=O)N3CCN(Cc4ccccc4)CC3)cc2c1C,i,1.8,1,757,i,32
COc1ccc(/C=N/NC(=O)c2ccn[nH]2)cc1CSc1ccccn1,i,4.7,8,651,i,11
CN1C(=O)/C(=C/c2cn(CC(=O)N3CCCCC3)c3ccccc23)NC1=S,+,11*,7,715,i,28
CCOc1ccc(NS(=O)(=O)c2ccc(C(=O)NCCCN3CCCC3=O)cc2)cc1,i,0.9,2,822,i,8
COc1ccc(S(=O)(=O)NC(C)C(=O)NCc2ccncc2)cc1OC (centres undefined),i,0.2,2,732,i,13
CC(C)c1nc(C(=O)N2CCCC(N3CCN(c4cccc(Cl)c4)CC3)C2)cs1 (centres undefined),i,0.5,-18,852,i,53
CCOC(=O)c1c(NC(=O)CN2CCN(C(=O)c3ccco3)CC2)sc(C)c1C,i,0.5,-13,640,i,10
CCc1ccc2oc(C(=O)N3CCN(c4ccccc4OC)CC3)cc(=O)c2c1,i,2.8,33,701,i,32
CCN1CCN(C(=O)c2ccc3c(c2)N(Cc2ccccc2)C(=O)c2ccccc2S3=O)CC1 (centres undefined),i,3.5,-1,717,i,20
N#C/C(=C\c1ccc(OCCN2CCOCC2)cc1)C(=O)Nc1ccccc1,i,2.0,-2,839,i,11
Cc1ccccc1-c1nc(CN2CCC(C(=O)NC3CCCCC3)CC2)c(C)o1,i,1.1,4,732,i,2
CCOC(=O)[C@@H]1[C@H]2COc3ccccc3[C@H]2N2C(=O)N(c3ccc(C)cc3)C(=O)[C@]12C,i,0.7,-3,805,i,13
CCN(CC)CCN(C(=O)c1ccc2ncsc2c1)c1nc2cc3c(cc2s1)OCO3,i,0.5,7,839,i,71
COC(=O)CCN(c1ccccc1)S(=O)(=O)c1cc(-c2cc(C)no2)ccc1OC,i,3.2,-17,694,i,17
CCOC(=O)/C(=N\Nc1ncnc2ccccc12)c1ccc(C)cc1,i,1.3,18,801,i,18
Cc1ccc(S(=O)(=O)N2CCN(C(=O)c3ccco3)CC2)c(C)c1,i,0.7,6,655,i,33
COC(=O)c1ccccc1NC(=O)c1sc(Cl)nc1C,i,0.8,-12,857,i,56
COc1ccc(C2c3cc(OC)c(OC)cc3CCN2C(=O)c2ccccc2Br)cc1OC (centres undefined),i,0.6,-3,838,i,49
Cc1c(Cc2ccccc2)c(=O)oc2cc(OCC(=O)N3CCC(C(N)=O)CC3)ccc12,i,1.8,12,789,i,21
COc1ccc(-c2nn(CCC#N)cc2C(=O)Nc2ccccn2)cc1OC,i,0.4,3,822,i,62
O=C(Nc1ccc(F)cc1)c1cc2ccccc2o1,i,0.2,-1,813,i,42
Cn1nccc1C(=O)N1CCOCC1,i,0.6,-9,689,i,7
CC1(C(=O)NNC(=O)c2cccc([N+](=O)[O-])c2)CC1(Br)Br (centres undefined),?,/,0,714,i,15
# Further records
SMILES,Myeloid diff MLP,Myeloid diff MLP GFP+ MAC1+ %,Lipid droplet,Lipid droplet cells 6.5 µM,T cell modulator,T cell modulator vesicle-bound %
Cc1ccc(CCNC(=O)c2sc3nc4n(c(=O)c3c2C)CCC4)cc1,i,4.3,-2,700,i,17
CCN(CC)C(=O)c1ccc(COc2ccccc2Cl)o1,i,0.2,-13,805,i,56
Cc1ccc(OCC(=O)Nc2ccc(NC(=O)c3ccccc3)c(C)c2)cc1,i,1.3,4,715,i,13
CCC(=O)NCCc1nc2cc(NC(=O)c3ccc(F)cc3)ccc2n1C,i,0.7,1,399,i,35
CCOC(=O)C1(Cc2ccccc2Cl)CCN(C(=O)c2cc(C)on2)CC1,i,0.0,16,730,i,8
CSc1nnc(N2C(=O)C(O)=C(C(=O)c3ccco3)C2c2ccc(F)cc2)s1 (centres undefined),i,0.4,7,700,i,36
O=C(O)[C@@H]1CCCN1C(=O)CCc1c[nH]c2ccccc12,i,0.7,1,803,i,55
CC(NC(=O)CCNS(=O)(=O)c1cccc2nonc12)c1ccccc1 (centres undefined),i,2.2,5,819,i,41
CC(C)Cc1nnc(NC(=O)CCC(=O)NCCc2ccc(Cl)cc2)s1,i,0.7,27,718,i,22
COc1ccccc1NC(=O)C1CC(O)CN1C(=O)Oc1ccccc1 (centres undefined),i,0.4,0,787,i,8
CCCCN(CC)CCCNC(=O)c1ccc(CS(=O)(=O)c2c(Cl)cccc2Cl)o1,i,0.5,-24,400,i,64
COc1cccc(CNC(=O)CCS(=O)(=O)c2ccc3c(c2)CC(C)N3C(=O)C2CC2)c1 (centres undefined),i,0.3,-8,758,i,37
CN1C(=O)NC(c2cccc([N+](=O)[O-])c2)C2=C1CC(C)(C)CC2=O (centres undefined),i,0.3,8,408,i,34
CCOC(=O)c1cc(S(=O)(=O)NCCc2ccc(OC)c(OC)c2)cn1C,i,0.5,-20,715,i,25
Cc1c(Cl)cccc1NC(=O)CCN1CCN(C)CC1,i,0.2,-10,822,i,44
CCOC(=O)C1CCN(C(=O)C2CCN(C(=O)c3ccc([N+](=O)[O-])cc3)CC2)CC1,i,0.9,8,877,i,13
COCCn1c(SCC(=O)NC2CCCCC2)nnc1-c1ccncc1,i,7.0,-6,760,i,14
COc1cccc(C(N)=O)c1OC(=O)Cc1ccccc1F,i,0.4,6,832,i,38
CCCCNC(=S)N(CCN(C)C)Cc1cc2cc3c(cc2[nH]c1=O)OCCO3,i,0.4,0,826,i,5
Cc1cc(C)c2cc(C#N)c(N3CCCN(C(=S)NCCCN(C)C)CC3)nc2c1,i,1.2,-13,848,i,47
Cc1ccc(C(=O)CCS(=O)(=O)c2ccc(Br)cc2)cc1,i,5.1,1,853,i,16
O=C(CC(=O)Nc1ccc(Br)cc1)Nc1ccc(Br)cc1,i,0.1,-6,845,i,7
CCc1ccc(NC(=O)Cn2nc(C(=O)O)c3ccccc3c2=O)cc1,i,0.5,-33,807,i,36
CCc1noc(C)c1C(=O)OCC(=O)NC(=O)c1ccccc1OC,i,1.4,0,838,i,5
Cc1ccccc1C(=O)Nc1ccnn1C1CCN(Cc2cccnc2)CC1,i,0.0,31,868,i,62
COCc1ccc(C(=O)N(C)CC2CCCN(CCc3ccc(OC)cc3)C2)o1 (centres undefined),i,3.2,2,725,i,18

# Assay outcomes (PubChem BioAssay)
